NCI-60 one-dose screen, 48 h, at 10 µM unless noted. Numbers give growth in % (100 = growth as untreated, 0 = no growth, -100 = all killed).
M14: M14 melanoma. 80,000 tested, 6.2% active
UACC-257: UACC-257 melanoma; 78,000 tested, 4.4% active; AID 1794764
EKVX: EKVX NSCLC | 71,000 tested, 3% active
MALME-3M: MALME-3M melanoma; 78,000 tested, 5.8% active; AID 1794766
SK-MEL-5: SK-MEL-5 melanoma; 80,000 tested, 6.4% active
UACC-62: UACC-62 melanoma. 81,000 tested, 5.4% active
SK-MEL-2: SK-MEL-2 melanoma | 77,000 tested, 4.7% active
A549/ATCC: A549/ATCC NSCLC. 81,000 tested, 3.7% active
The depositor's hits bear a star; & = joins results of further samples. Rule for the calls: active = growth percent below 10; inactive = the rest.

For S=c1[nH]c(=S)c2[nH]cnc2[nH]1 the results were M14 97.1, UACC-257 99.3, EKVX 98.7, MALME-3M 107.5, SK-MEL-5 97.4, UACC-62 97.2, SK-MEL-2 96.2 and A549/ATCC 93.9.
`NC1=C(O)C(=O)C(c2cccnc2)O1` (stereo unspecified) gave M14 101.5, UACC-257 97.4, EKVX 95.3, MALME-3M 96.6, SK-MEL-5 74.9, UACC-62 95.3, SK-MEL-2 109.4 and A549/ATCC 103.1.
O=C(COC(=O)c1ccc(S(=O)(=O)N2CCCCCC2)cc1)NCC1CCCCC1 was read as M14 110.2, UACC-257 178.7, EKVX 109.2, MALME-3M 102.0, SK-MEL-5 103.8, UACC-62 107.4, SK-MEL-2 66.2 and A549/ATCC 124.4.
For BrCC1OCC2(CCCCC2)O1 (stereo unspecified) the results were M14 96.5, MALME-3M 105.5, SK-MEL-5 97.1, UACC-62 97.3 and A549/ATCC 101.7.
N#Cc1ccc(O)c(C2=NCC(Cc3ccccc3)O2)c1 (stereo unspecified) was read as M14 45.4, UACC-257 63.6, EKVX 45.0, MALME-3M 64.3, SK-MEL-5 35.5, UACC-62 42.0, SK-MEL-2 38.8 and A549/ATCC 35.8.
Cc1ccc2[nH]c(=O)cc(C)c2c1 was read as M14 103.8, UACC-257 93.2, MALME-3M 102.0, SK-MEL-5 99.9, UACC-62 90.5, SK-MEL-2 109.8 and A549/ATCC 96.1.
Screening N#Cc1c(-c2ccccc2)nc2c(c(-c3ccccc3)nn2-c2ccccc2)c1-c1ccc(O)cc1 returned M14 56.4, UACC-257 71.3, EKVX 45.2, MALME-3M 43.8, SK-MEL-5 59.0, UACC-62 61.5, SK-MEL-2 72.7 and A549/ATCC 41.4.
`O=P(c1ccccc1)(c1ccccc1)C(O)c1ccc(F)cc1` (stereo unspecified) gave M14 95.8, UACC-257 87.8, MALME-3M 130.1, SK-MEL-5 101.9, UACC-62 99.4, SK-MEL-2 88.4 and A549/ATCC 85.7.
CCO[Si](CC)(OCC)OCC was read as M14 99.2, UACC-257 104.1, EKVX 104.5, MALME-3M 113.4, SK-MEL-5 101.2, UACC-62 98.6 and A549/ATCC 104.2.
c1ccc(-c2csc(Nc3cccc(Nc4nc(-c5ccccc5)cs4)c3)n2)cc1 was read as M14 47.8, UACC-257 46.1, EKVX 37.7, MALME-3M 52.8, SK-MEL-5 21.0, UACC-62 50.3, SK-MEL-2 64.9 and A549/ATCC 44.2.
Screening COc1ccc2c(c1OC)CCC2=O returned M14 113.1, UACC-257 99.2, EKVX 96.0, MALME-3M 103.0, SK-MEL-5 98.2, UACC-62 102.4, SK-MEL-2 93.4 and A549/ATCC 88.2.
Cc1ccc(/C=C/C(=O)c2ccc(NC(=O)COc3cccc4cccnc34)cc2)cc1 was read as M14 102.8, UACC-257 110.6, EKVX 96.2, MALME-3M 110.0, SK-MEL-5 97.8, UACC-62 90.0, SK-MEL-2 104.2 and A549/ATCC 99.0.

Overlap with the part before: 2 entries, then new ones.
Screening COc1ccc2c(c1OC)CCC2=O returned M14 113.1, UACC-257 99.2, EKVX 96.0, MALME-3M 103.0, SK-MEL-5 98.2, UACC-62 102.4, SK-MEL-2 93.4 and A549/ATCC 88.2.
Cc1ccc(/C=C/C(=O)c2ccc(NC(=O)COc3cccc4cccnc34)cc2)cc1 was read as M14 102.8, UACC-257 110.6, EKVX 96.2, MALME-3M 110.0, SK-MEL-5 97.8, UACC-62 90.0, SK-MEL-2 104.2 and A549/ATCC 99.0.
Screening CSc1nccc(-c2c(-c3ccc(F)c(O)c3)nc3sccn23)n1 returned M14 99.9, UACC-257 103.6, EKVX 43.8, MALME-3M 105.9, SK-MEL-5 95.6, UACC-62 86.1, SK-MEL-2 114.2 and A549/ATCC 101.4.
`C[C@H]1[C@H]2C3=CC[C@H]4[C@@](C)(CC[C@H]5C(C)(C)c6[nH]c7ccccc7c6C[C@]45C)[C@@H]3CC[C@@]2(C(=O)n2ccnc2)CC[C@@H]1C` gave M14 89.8, UACC-257 104.0, EKVX 82.8, MALME-3M 106.9, SK-MEL-5 98.2, UACC-62 91.6, SK-MEL-2 94.3 and A549/ATCC 77.7.
`COc1cccc(/C=C2/C[C@]3(C)[C@H]4CC[C@@H]5[C@@H]([C@@](C)(O)CC/C=C/C(C)C)CC[C@@]5(C)[C@]4(C)CC[C@H]3C(C)(C)C2=O)c1OC` gave M14 91.5, UACC-257 102.6, EKVX 96.2, MALME-3M 91.8, SK-MEL-5 96.4, UACC-62 79.5, SK-MEL-2 107.8 and A549/ATCC 81.9.
`COC(=S)OC1CC(n2cnc3c(N)ncnc32)OC1CO[Si](C)(C)C(C)(C)C` (stereo unspecified) gave M14 98.8, UACC-257 102.1, EKVX 100.2, SK-MEL-5 94.8, UACC-62 73.0, SK-MEL-2 92.4 and A549/ATCC 81.2.
COc1ccc(CNNC(=O)CCc2ccccc2)c(OC)c1OC was read as M14 114.1, UACC-257 105.2, EKVX 110.3, MALME-3M 100.8, SK-MEL-5 97.4, UACC-62 104.0, SK-MEL-2 103.3 and A549/ATCC 107.7.
Screening CN(C)CCCC1(c2ccc(F)cc2)OCc2cc(-c3ncccc3Cl)ccc21 (stereo unspecified) returned M14 92.8, UACC-257 89.1, EKVX 87.4, MALME-3M 90.7, SK-MEL-5 87.7, UACC-62 94.5, SK-MEL-2 106.2 and A549/ATCC 89.2.
O=C(Cn1c(-c2cnccn2)nc2cc(Br)cnc21)NNC(=O)c1ccncc1 was read as M14 106.2, UACC-257 90.2, EKVX 82.5, MALME-3M 106.8, SK-MEL-5 86.0, UACC-62 68.1, SK-MEL-2 104.3 and A549/ATCC 80.3.
For Fc1cccc(COc2cccnc2NC(=S)Nc2cccc(Cl)c2)c1 the results were M14 88.9, UACC-257 122.4, EKVX 85.3, MALME-3M 104.6, SK-MEL-5 102.0, UACC-62 76.7, SK-MEL-2 94.2 and A549/ATCC 103.2.
`Brc1cncc2ccccc12` gave M14 102.1, UACC-257 109.4, EKVX 108.7, MALME-3M 93.3, SK-MEL-5 115.5, UACC-62 104.8, SK-MEL-2 107.9 and A549/ATCC 103.4.
For Nc1ncc(-c2cccc(NS(=O)(=O)c3ccc(Br)cc3)c2)[nH]1 the results were M14 88.3, EKVX 95.7, MALME-3M 85.9, SK-MEL-5 98.5, UACC-62 80.6 and A549/ATCC 98.6.
For CCCCc1nc(Cl)c(C2CC(c3cc(OC)c(OC)c(OC)c3)=NN2C(C)=O)[nH]1 (stereo unspecified) the results were M14 99.2, UACC-257 102.0, EKVX 90.4, MALME-3M 103.9, SK-MEL-5 94.2, UACC-62 80.9, SK-MEL-2 92.9 and A549/ATCC 91.2.
Screening O=C(Nc1ncc(Cc2ccccc2Cl)s1)c1ccc(OCc2ccccc2)cc1 returned M14 75.7, UACC-257 92.5, EKVX 91.0, MALME-3M 94.0, SK-MEL-5 97.8, UACC-62 49.8, SK-MEL-2 78.2 and A549/ATCC 69.6.

Random excerpt: 5 entries already listed
`COc1cccc(/C=C2/C[C@]3(C)[C@H]4CC[C@@H]5[C@@H]([C@@](C)(O)CC/C=C/C(C)C)CC[C@@]5(C)[C@]4(C)CC[C@H]3C(C)(C)C2=O)c1OC` gave M14 91.5, UACC-257 102.6, EKVX 96.2, MALME-3M 91.8, SK-MEL-5 96.4, UACC-62 79.5, SK-MEL-2 107.8 and A549/ATCC 81.9.
Screening CSc1nccc(-c2c(-c3ccc(F)c(O)c3)nc3sccn23)n1 returned M14 99.9, UACC-257 103.6, EKVX 43.8, MALME-3M 105.9, SK-MEL-5 95.6, UACC-62 86.1, SK-MEL-2 114.2 and A549/ATCC 101.4.
O=C(COC(=O)c1ccc(S(=O)(=O)N2CCCCCC2)cc1)NCC1CCCCC1 was read as M14 110.2, UACC-257 178.7, EKVX 109.2, MALME-3M 102.0, SK-MEL-5 103.8, UACC-62 107.4, SK-MEL-2 66.2 and A549/ATCC 124.4.
c1ccc(-c2csc(Nc3cccc(Nc4nc(-c5ccccc5)cs4)c3)n2)cc1 was read as M14 47.8, UACC-257 46.1, EKVX 37.7, MALME-3M 52.8, SK-MEL-5 21.0, UACC-62 50.3, SK-MEL-2 64.9 and A549/ATCC 44.2.
N#Cc1ccc(O)c(C2=NCC(Cc3ccccc3)O2)c1 (stereo unspecified) was read as M14 45.4, UACC-257 63.6, EKVX 45.0, MALME-3M 64.3, SK-MEL-5 35.5, UACC-62 42.0, SK-MEL-2 38.8 and A549/ATCC 35.8.

Carrying on:
Screening NC(=O)NNC(=O)Cc1ccccc1 returned M14 98.7, UACC-257 108.4, EKVX 96.8, MALME-3M 91.4, SK-MEL-5 99.6, UACC-62 100.0, SK-MEL-2 118.4 and A549/ATCC 97.6.
For CC(=O)Nc1ccc(NC(=O)c2ccoc2COc2ccc(C)cc2)cc1 the results were M14 101.9, UACC-257 105.5, EKVX 92.3, MALME-3M 99.7, SK-MEL-5 97.1, UACC-62 93.7, SK-MEL-2 102.4 and A549/ATCC 95.8.
`OCc1cn(-c2ccnc3ccccc23)nn1` gave M14 102.6, UACC-257 105.4, EKVX 105.7, MALME-3M 96.8, SK-MEL-5 99.6, UACC-62 95.5, SK-MEL-2 104.5 and A549/ATCC 99.1.
`C=C1c2c(C)nn(-c3ccc(C#CCOC4OC(CO)C(O)C(O)C4O)cc3)c2N(C)C23C[C@H]1C1(C)c4c(C)nn(-c5ccc(C#CCOC6OC(CO)C(O)C(O)C6O)cc5)c4N(C)C(C)(C[C@H]12)C3` (stereo partly specified) gave M14 0.2*, UACC-257 34.2, MALME-3M 5.2*, SK-MEL-5 -74.7*, UACC-62 -36.7*, SK-MEL-2 -43.5* and A549/ATCC 24.9.
`O=C1CC2(CCCC2)CC(=O)N1CCCCN1CCN(c2ncccn2)CC1` gave M14 102.0, UACC-257 110.0, EKVX 106.5, MALME-3M 94.5, SK-MEL-5 98.0, UACC-62 112.0 and A549/ATCC 99.5.
`COc1ccc(C2NC(=O)c3cc4c(cc3N2)OCO4)cc1` (stereo unspecified) gave M14 -7.7*, UACC-257 65.8, EKVX 58.1, MALME-3M 58.7, SK-MEL-5 11.9, UACC-62 25.3, SK-MEL-2 10.5 and A549/ATCC 18.9.
S=C(NCc1ccc2c(c1)OCO2)N1CCN(c2ncnc3c2oc2ccccc23)CC1 was read as M14 35.2, UACC-257 9.3*, EKVX 38.8, MALME-3M 51.1, SK-MEL-5 -46.0*, UACC-62 31.0 and A549/ATCC 25.6.
CC(CCC(C)C(=O)O)C(=O)O (stereo unspecified) was read as M14 103.3&101.5, UACC-257 109.0&110.6, EKVX 109.6&107.3, MALME-3M 93.1, SK-MEL-5 107.7&107.2, UACC-62 105.2&110.8, SK-MEL-2 103.5&100.6 and A549/ATCC 104.8&108.3.
Oc1c(CNC2CCCCC2)cc(CNC2CCCCC2)cc1CNC1CCCCC1 was read as M14 111.7, UACC-257 101.6, EKVX 95.4, MALME-3M 109.4, SK-MEL-5 97.2, UACC-62 112.8, SK-MEL-2 126.1 and A549/ATCC 99.5.
Cc1ccc(NC(=O)c2sc3nc(C)c(C(=O)c4ccccc4)cc3c2N)cc1 was read as M14 82.7, UACC-257 94.9, EKVX 72.4, MALME-3M 87.6, SK-MEL-5 94.1, UACC-62 79.5, SK-MEL-2 93.8 and A549/ATCC 44.1.
`Clc1ccc2c(NCCCNc3nccc(Nc4ccc(Br)cc4)n3)ccnc2c1` gave M14 -83.6*, MALME-3M -83.8*, SK-MEL-5 -100.0*, UACC-62 -87.9*, SK-MEL-2 -96.7* and A549/ATCC -71.7*.
CCCCOc1nc2ccc(Cl)cc2cc1/C=C/c1cc(/C=C/c2cc3cc(Cl)ccc3nc2OCCCC)n(-c2ccccc2)n1 was read as M14 95.4, UACC-257 86.0, EKVX 108.1, MALME-3M 109.4, SK-MEL-5 110.7, UACC-62 98.9 and A549/ATCC 88.6.
Screening CCOC(=O)/C(C)=N\NC(C)=O returned M14 92.9, MALME-3M 99.2, SK-MEL-5 97.4, UACC-62 101.4 and SK-MEL-2 116.8.
c1cnc2scc(Nc3ncnc4c3sc3ncccc34)c2c1 was read as M14 98.9, UACC-257 109.9, MALME-3M 87.0, SK-MEL-5 92.6, UACC-62 92.2, SK-MEL-2 116.1 and A549/ATCC 112.2.
`CCOC(=O)c1c(NC(=S)Nc2ccc([N+](=O)[O-])cc2)sc2c1CCCCC2` gave M14 93.7, UACC-257 70.4, EKVX 79.2, MALME-3M 72.7, SK-MEL-5 42.6, UACC-62 47.8, SK-MEL-2 66.6 and A549/ATCC 84.4.
For N#C/C(=C\c1c(Cl)cccc1Cl)c1nc(-c2ccc(Cl)cc2)cs1 the results were M14 79.9, UACC-257 107.8, MALME-3M 70.9, SK-MEL-5 92.6, UACC-62 87.6 and A549/ATCC 92.8.
Screening CCCCN(CCCC)C(C)C(O)c1ccc2c3c(cccc13)CC2 (stereo unspecified) returned M14 89.6, UACC-257 102.5, EKVX 112.6, MALME-3M 105.5, SK-MEL-5 99.6, UACC-62 101.6, SK-MEL-2 91.0 and A549/ATCC 97.4.
For c1ccc(-c2ccc(C3CCCN3)cc2)cc1 (stereo unspecified) the results were M14 110.9, UACC-257 111.5, EKVX 101.0, MALME-3M 102.2, SK-MEL-5 87.5, UACC-62 90.7, SK-MEL-2 121.8 and A549/ATCC 121.0.
For Cc1nn(-c2ccccc2)c2nc(C(F)(F)F)nc(Nc3ccc(NCc4c(-c5ccccc5)no[n+]4[O-])cc3)c12 the results were M14 68.7, UACC-257 102.8, EKVX 73.2, MALME-3M 91.0, SK-MEL-5 70.3, UACC-62 64.9, SK-MEL-2 105.9 and A549/ATCC 76.6.
COc1ccc(-c2cc(-c3cccnc3)nc(OCc3nnc(-c4ccccc4)o3)c2C#N)cc1OC was read as M14 102.9, UACC-257 104.3, MALME-3M 58.5, SK-MEL-5 99.7, UACC-62 101.2, SK-MEL-2 103.4 and A549/ATCC 103.4.

Assay outcomes from PubChem.
